High-throughput results: PubChem, several laboratories
SR-BI HDL uptake = inhibitors of SR-BI mediated HDL lipid uptake, primary screen, ldlA[mSR-BI] cells, fluorescence, single point; Scavenger receptor class B member 1 (Mus musculus), Q61009; ldlA[mSR-BI] CHO cells, DiI-HDL uptake fluorescence, 3 h; inhibition, % at 12.5 µM; 0.96% of 320,000 active; AID 488896, 2010;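 active = mean replicate inhibition of at least 70% and a set share of replicates each scoring 70 or more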;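 also: 0% = median of neutral control wells and 100% = median of positive control wells; values of inactives mirror those of a sister screen read the other way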
Cardiac RTF inh = cardiac RTF calcium sensitivity inhibitors, primary screen, biochemical, IANBD-TnC fluorescence, EC70 calcium; inhibition, % at 7.15 µM; Troponin I, cardiac muscle (Homo sapiens) + Troponin T, cardiac muscle (Homo sapiens) + …; 0.12% of 340,000 active; IANBD-labeled cardiac RTF, Ca2+ fluorescence;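 active = inhibition above the mean inhibition of all tested compounds plus 3 SD, cut at about 17% in these data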;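 also: assay run at fixed EC70 calcium of 1.6 mM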
SR-BI uptake up = activators of SR-BI mediated DiI-HDL uptake, primary screen, ldlA[mSR-BI] CHO cells, DiI fluorescence | 0.096% of 320,000 active | activation, % at 12.5 µM | AID 504775, 2011 | 3 h; 100 = double the neutral-control signal;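 active = mean replicate activation of at least 60% and every replicate at or above 60%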;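 also: 0% = median plate neutral-control signal and 100% = twice that signal; values of inactives mirror those of a sister screen read the other way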
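Test system: SR-BI-overexpressing, LDLR-lacking CHO cells; Medium: Ham's F12 with 0.5% BSA, HEPES 25 mM, pH 7.4; Schedule: 3 h, 37 °C; Technique: bottom-read fluorescence, 550/595 nm.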
NSD2 inh = NSD2 histone methyltransferase inhibitors, primary screen, biochemical, AlphaScreen, single concentration, set 2; NSD2 peptide methylation, 120 min; AID 743445, 2014; 0.54% of 310,000 active; inhibition, % at 12.5 µM; in the data active = inhibition above about 50%
Arrestin-AP2 inh = inhibitors of beta-arrestin/AP2 binding, primary screen, biochemical, GPCR trafficking, flow cytometry; FITC-arrestin peptide / GST-AP2 beads; AP2 beta2 appendage carries R879A mutation; inhibition, % at 10 µM; 0.31% of 340,000 active;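 active = inhibition above a set limit, near 3 SD of compounds lacking own fluorescence, cut at about 54% in these data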;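 also: plate controls were DMSO wells for no effect and 5 µM unlabelled arrestin peptide for full effect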
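Test system: GST-tagged AP2 beta2-adaptin appendage (R879A) on 4 µm glutathione beads; also added: fluorescein-tagged arrestin peptide at 50 nM final; timing: 12 min plus 1 h, RT; signal: flow cytometry, FL1 (488/535 nm); read-out: percent drop in bead-associated FITC signal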
C-LANA FP = inhibitors of KSHV C-LANA binding to DNA, primary screen, biochemical, fluorescence polarization, FAM-LBS DNA, MBP-C-LANA, single point; Kaposi's sarcoma herpesvirus LANA C-terminal domain (residues 932-1162) DNA binding; inhibition, % at 9 µM; 0.078% of 340,000 active;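 active = highest replicate inhibition at or above 60% at 9 µM, even if other replicates fall short; inactive = all replicates below 60% inhibition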;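 also: 0% = neutral control wells and 100% = 4 µM acridine orange control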
PvdQ inh = P. aeruginosa PvdQ acylase inhibitors, primary screen, biochemical, fluorescence, plate reader and imaging, single point | PvdQ acylase [Pseudomonas aeruginosa LESB58] | purified PvdQ acylase | inhibition, % at 10 µM | 0.063% of 340,000 active | AID 488965, 2010; in the data active = inhibition above about 30%, passing the limit was not always enough;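 also: 0% = vehicle neutral wells and 100% = reference inhibitor wells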
PKA-R2B act = activators of PKA-R2B holoenzyme, primary screen, biochemical, fluorescence polarization, Cy5-IP20, human; cAMP-dependent protein kinase catalytic subunit beta (Homo sapiens) + cAMP-dependent …; PKA-R2B holoenzyme dissociation; R2B truncated from residue 108, S112A mutant; 0% DMSO only, 100% 113 µM cGMP; activation, % at 11.4 µM; 0.079% of 340,000 active; AID 504700, 2011;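 active = activation above a cutoff set at the mean over all compounds plus 3 SD, cut at about 18% in these data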;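 also: higher means more holoenzyme dissociation and a rise in polarization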
Target sequence (P31323 whole entry, looked up, other chains not shown, the tested form may be a part): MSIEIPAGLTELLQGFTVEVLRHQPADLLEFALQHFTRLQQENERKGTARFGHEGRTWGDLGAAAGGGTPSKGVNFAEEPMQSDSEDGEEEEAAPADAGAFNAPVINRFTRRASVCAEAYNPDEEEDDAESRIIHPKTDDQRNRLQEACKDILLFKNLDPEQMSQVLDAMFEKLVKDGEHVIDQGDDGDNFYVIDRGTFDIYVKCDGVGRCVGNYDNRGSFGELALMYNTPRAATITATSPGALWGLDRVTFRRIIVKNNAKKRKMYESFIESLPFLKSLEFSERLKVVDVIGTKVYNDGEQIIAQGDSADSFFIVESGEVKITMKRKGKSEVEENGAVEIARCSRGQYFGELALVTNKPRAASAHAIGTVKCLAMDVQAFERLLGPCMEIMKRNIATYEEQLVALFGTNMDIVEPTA
Keap1 Nrf2 FP = Keap1-Nrf2 protein-protein interaction inhibitors, primary screen, biochemical, fluorescence polarization, single point. Kelch-like ECH-associated protein 1 (Homo sapiens), Q14145. 0.15% of 340,000 active. Keap1 Kelch-Nrf2 peptide fluorescence polarization, 1536-well. inhibition, % at 9.4 µM. AID 504523, 2011; in the data active = inhibition above about 12%;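 also: human Keap1 Kelch domain with fluorescein labeled Nrf2 9mer peptide probe; 0% = neutral control wells and 100% = peptide positive control; higher means more block of Keap1 binding to Nrf2 peptide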
DAGLB inh = DAGLB lipase inhibitors, primary screen, biochemical, fluorescence, HTS | HEK293T DAGLB membrane lysate, EnzChek fluorogenic substrate | 0.059% of 340,000 active | inhibition, % at 5.17 µM | Diacylglycerol lipase-beta (Homo sapiens), Q8NCG7; in the data active = inhibition above about 34%;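 also: 0% = enzyme with vehicle and 100% = wells lacking enzyme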
Target sequence (Q8NCG7 whole entry, looked up): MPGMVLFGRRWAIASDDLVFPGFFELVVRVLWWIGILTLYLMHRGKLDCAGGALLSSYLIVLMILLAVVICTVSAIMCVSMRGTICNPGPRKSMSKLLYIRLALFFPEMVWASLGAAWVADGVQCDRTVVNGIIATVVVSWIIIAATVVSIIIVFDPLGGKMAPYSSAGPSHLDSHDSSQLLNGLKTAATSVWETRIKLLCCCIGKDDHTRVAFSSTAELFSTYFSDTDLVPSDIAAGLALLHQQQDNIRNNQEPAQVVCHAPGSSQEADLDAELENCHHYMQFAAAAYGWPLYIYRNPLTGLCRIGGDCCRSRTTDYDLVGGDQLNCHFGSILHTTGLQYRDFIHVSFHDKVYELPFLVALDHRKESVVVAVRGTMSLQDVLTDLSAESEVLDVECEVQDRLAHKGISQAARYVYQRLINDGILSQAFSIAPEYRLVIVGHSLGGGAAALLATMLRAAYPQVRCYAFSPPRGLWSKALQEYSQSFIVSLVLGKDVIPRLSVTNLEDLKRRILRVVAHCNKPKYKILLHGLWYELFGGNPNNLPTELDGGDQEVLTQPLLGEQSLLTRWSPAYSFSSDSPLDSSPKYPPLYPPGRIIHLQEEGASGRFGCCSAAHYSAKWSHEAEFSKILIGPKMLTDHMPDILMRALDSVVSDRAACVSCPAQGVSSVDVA
* = called active by the depositor; x = not tested or not shown.

SMILES | SR-BI HDL uptake | Cardiac RTF inh | SR-BI uptake up | NSD2 inh | Arrestin-AP2 inh | C-LANA FP | PvdQ inh | PKA-R2B act | Keap1 Nrf2 FP | DAGLB inh
COc1ccc(OC)c(/C=C/C(=O)N2CCN(S(=O)(=O)c3cc(C)ccc3C)CC2)c1 | 23.2 | 2.1 | -23.2 | -2.7 | -3.4 | -1.9 | -15.4 | -0.3 | -5.4 | -1.6
CC(C)N(C(=O)CC1ON(C)C(=O)N1c1ccc(Cl)cc1)C(C)C (centres undefined) | -22.8 | -11.8 | 22.8 | 5.8 | -47.6 | -0.3 | 6.3 | -4.5 | 1.5 | -0.1
CCn1c(CC(=O)Nc2ccc(C)cc2)nnc1SCC(=O)Nc1nc(C)cs1 | -3.4 | 8.4 | 3.4 | 0.3 | 26.0 | -0.9 | 9.1 | -2.5 | 0.6 | -1.5
Cc1cc(CNC(=O)c2cc(Br)ccc2Cl)nn1C | 0.0 | -7.4 | 0.0 | -5.9 | -1.7 | 0.0 | -16.6 | -6.3 | -0.6 | -0.4
CCOC(=O)c1sc2nc3c(SCC(=O)O)cc(C(=O)c4cc(F)ccc4O)cn3c(=O)c2c1C | -13.2 | -1.6 | 13.2 | 1.3 | 36.4 | -0.1 | 10.3 | 9.4 | -0.1 | 10.2
O=C(CN1CCC(c2nc3ccccc3s2)CC1)NCc1cccs1 | -17.3 | -0.6 | 17.3 | 0.7 | 14.3 | -0.7 | -1.2 | 3.0 | -1.6 | 0.1
CCc1ccc(C2=CSC3=NCCN23)cc1 | 3.1 | -8.9 | -3.1 | 1.1 | 4.1 | 1.5 | -60.7 | -3.4 | -2.0 | -0.3
S=c1[nH]nc(-c2cc(-c3ccccc3)n[nH]2)n1/N=C/c1ccc(Cl)c(Cl)c1 | x | 3.3 | x | 0.9 | -2.6 | 5.6 | -14.8 | 0.8 | 5.4 | 9.9
O=C(CSc1nccc(=O)[nH]1)Nc1ccc(S(=O)(=O)N2CCOCC2)cc1 | -20.4 | 7.4 | 20.4 | x | -18.4 | -0.3 | -3.6 | -14.3 | -9.7 | -5.9
COc1ccccc1-c1nnc(N(C)C(=O)C2CCCO2)s1 (centres undefined) | 23.4 | -25.4 | -23.4 | 6.6 | -6.5 | 0.3 | -15.8 | -4.3 | -3.9 | -2.7
Cc1cc(=O)oc2cc(NC(=O)Cc3ccccc3)ccc12 | x | 3.3 | x | 3.7 | 6.6 | 0.5 | -10.6 | 5.2 | -0.5 | -0.8
C=CCN1CN(Cc2ccco2)CNC1=S | -35.9 | -3.1 | 35.9 | -4.2 | 0.9 | -0.8 | -1.4 | -0.8 | -0.4 | -2.4
CCCCn1nc(C(=O)Oc2ccc3c(C)cc(=O)oc3c2)c2ccccc2c1=O | -0.7 | -4.8 | 0.7 | 1.1 | -9.5 | 0.4 | -5.4 | 10.9 | 0.2 | -3.7
CC1CCCCN1CCNC(=O)CCc1nnc2n(Cc3ccccc3)c(=O)c3ccccc3n12 (centres undefined) | 9.1 | -7.2 | -9.1 | x | -1.5 | 0.2 | -12.4 | -2.1 | -1.9 | 0.5
CCOC(=O)C1CCCN(S(=O)(=O)c2ccc(S(N)(=O)=O)cc2)C1 (centres undefined) | -41.1 | -5.7 | 41.1 | 1.0 | 25.7 | 0.2 | -7.7 | -13.2 | 1.7 | 1.3
C(=N\N1CCN(c2ccccn2)CC1)/c1ccccn1 | -13.4 | 2.6 | 13.4 | 0.0 | -3.1 | 0.3 | -10.5 | -2.4 | -3.8 | -1.4
Cc1ccc(C(=O)Oc2ccc(C(=O)COC(=O)C3CC(=O)N(Cc4ccco4)C3)cc2)cc1 (centres undefined) | -22.9 | 7.4 | 22.8 | x | 2.0 | -0.9 | 12.9 | -9.0 | -10.6 | -5.8
C=CCc1ccc(OCCCNCc2ccccc2)c(OC)c1 | -4.7 | -3.4 | 4.7 | 9.7 | -0.7 | -1.7 | -13.7 | 1.4 | -4.3 | 0.1
CN(C)c1ccc(-c2nnn(CC(=O)NCc3ccc4c(c3)OCO4)n2)cc1 | -22.6 | -0.8 | 22.6 | -14.5 | 27.3 | 0.4 | 6.0 | 17.2 | 0.7 | 2.2
COc1cc(CN(C)CC2CCCN(CCc3cccc(C(F)(F)F)c3)C2)ccc1O (centres undefined) | -9.8 | 1.8 | 9.8 | 12.2 | -0.8 | -1.6 | -2.7 | 0.6 | -2.3 | 3.5
COc1cc2sc(NC(=O)c3ccco3)nc2cc1Cl | 14.2 | 0.4 | -14.3 | -2.0 | 37.9 | -1.0 | 0.8 | -1.4 | -1.5 | -4.0
O=C(/C=C/c1ccc(F)cc1)NC(=S)NNC(=O)c1cnccn1 | 12.8 | -1.0 | -12.7 | 8.4 | 18.8 | 0.9 | 2.1 | -7.2 | 1.3 | 3.5
CCn1cc(C(=O)NCCCN(C)c2ccccc2)c(=O)c2cc(S(=O)(=O)N(C)C)ccc21 | 12.7 | -6.0 | -12.7 | x | 9.6 | 4.6 | -1.5 | 2.3 | 1.1 | 2.7
CCOc1ccc(CCNC(=O)COC(=O)c2c(C)nn(-c3ccccc3)c2C)cc1OCC | 51.0 | -6.3 | -51.0 | -0.6 | -8.0 | 0.5 | -14.9 | -1.2 | -7.4 | -2.7
COc1ccc(/C=C(/C#N)C(=O)Nc2ccc(O)cc2)cc1C(=O)O | 6.4 | -9.7 | -6.4 | 4.2 | 3.2 | 1.2 | -6.3 | 1.4 | 0.1 | 0.9
O=S(=O)(/N=C(/c1ccccc1)N1CCCCC1)c1ccccc1 | 9.4 | -13.7 | -9.4 | -1.1 | 3.7 | -1.1 | 2.9 | -6.0 | -1.7 | -0.8
Cc1ccc(C(=O)COC(=O)C(C)N2C(=O)C3C4CCC(C4)C3C2=O)cc1C (centres undefined) | -4.2 | 0.2 | 4.2 | 0.9 | 39.7 | 0.1 | -1.4 | -17.5 | 1.8 | -4.9
Fc1ccc(Oc2cnns2)cc1 | -6.5 | 3.0 | 6.5 | -2.5 | 6.6 | 0.6 | -10.0 | 0.6 | -4.1 | 1.7
CCOc1ccccc1-c1nc(-c2cc3ccccc3nc2OC)no1 | 53.9 | 0.2 | -53.9 | 24.3 | 5.2 | -6.4 | -9.1 | -9.8 | -2.5 | -16.7
CN(C)S(=O)(=O)n1cc(/C=C(\NC(=O)c2ccccc2Cl)C(=O)NCCCN2CCOCC2)c2ccccc21 | -10.5 | -2.9 | 10.5 | -2.3 | -4.1 | 1.7 | -10.1 | 1.0 | -4.5 | -3.4
COc1ccc(-c2nnc(SCC#CCO)o2)cc1OC | -12.5 | -9.1 | 12.5 | 2.6 | -1.8 | 1.0 | -7.4 | -1.9 | 6.0 | 1.3
CCN1C(=O)[C@@H]2[C@@H](c3ccc(SC4CCCCC4)c(OC)c3)N3CCCC[C@@]3(C(=O)OC)[C@@H]2C1=O | 17.9 | -7.6 | -17.9 | x | 17.9 | 0.1 | -18.8 | -4.8 | -9.3 | -9.2
COc1cc(/C=C(\C#N)C(=O)Nc2ccc(C(=O)O)cc2)ccc1OC(=O)c1cccc(F)c1 | -1.0 | -8.5 | 1.0 | 4.1 | 8.8 | -3.4 | -7.6 | 2.1 | 1.4 | -3.4
O=C(Nc1cccc(S(=O)(=O)N2CCOCC2)c1)C12CC3CC(CC(C3)C1)C2 | -1.1 | 4.7 | 1.1 | 1.7 | 11.7 | 2.3 | 0.6 | 6.3 | 1.8 | 0.8
COc1ccc(OCC(O)CN(CC(O)COc2ccc(OC)cc2)c2cccc(O)c2)cc1 (centres undefined) | -7.2 | -2.2 | 7.2 | 16.7 | -4.1 | -1.4 | -6.8 | 0.2 | 1.6 | -0.7
Cc1onc(-c2ccccc2)c1C(=O)NC(=S)NNC(=O)c1ccccc1O | 116.8* | -2.9 | -116.7 | -0.3 | 14.5 | 0.2 | 3.7 | -1.5 | 6.7 | 12.1
O=[N+]([O-])c1ccccc1S(=O)(=O)NCCSCc1ccco1 | 5.9 | -1.4 | -5.9 | 4.5 | 44.2 | -0.2 | 2.9 | 0.5 | 2.3 | -1.1
COc1ccccc1C1CC(c2cccs2)=NN1C(=O)CCC(=O)O (centres undefined) | -5.1 | -12.5 | 5.1 | -1.3 | 11.2 | -1.2 | -16.1 | 2.7 | 0.1 | -1.9
O=C(CC1C(=O)NCCN1Cc1c(F)cccc1Cl)NCCC1=CCCCC1 (centres undefined) | x | -7.0 | x | 3.5 | 5.8 | 2.6 | 9.1 | 6.5 | 1.0 | 0.2
O=C(CCS(=O)(=O)Cc1ccccc1F)N1CCc2ccccc2C1 | 0.3 | -0.5 | -0.3 | -1.9 | 2.7 | -0.2 | -18.0 | -0.3 | -3.0 | -0.4
C=CCn1c(SCC(=O)NC2CCCCC2)nnc1-c1cccnc1 | -37.2 | 4.3 | 37.2 | -5.8 | 2.0 | -0.1 | 8.5 | -4.3 | -2.6 | 1.3
Cc1ccc(-n2c(C)cc(/C=N/NC(=O)c3ccncc3)c2C)cc1C | 67.6 | 2.1 | -67.6 | 4.2 | -6.9 | 2.2 | 0.9 | 2.3 | -3.9 | 1.4

Arranged by SMILES length (falling): some entries from above
SMILES | SR-BI HDL uptake | Cardiac RTF inh | SR-BI uptake up | NSD2 inh | Arrestin-AP2 inh | C-LANA FP | PvdQ inh | PKA-R2B act | Keap1 Nrf2 FP | DAGLB inh
CCN1C(=O)[C@@H]2[C@@H](c3ccc(SC4CCCCC4)c(OC)c3)N3CCCC[C@@]3(C(=O)OC)[C@@H]2C1=O | 17.9 | -7.6 | -17.9 | x | 17.9 | 0.1 | -18.8 | -4.8 | -9.3 | -9.2
O=C(CN1CCC(c2nc3ccccc3s2)CC1)NCc1cccs1 | -17.3 | -0.6 | 17.3 | 0.7 | 14.3 | -0.7 | -1.2 | 3.0 | -1.6 | 0.1
Cc1cc(=O)oc2cc(NC(=O)Cc3ccccc3)ccc12 | x | 3.3 | x | 3.7 | 6.6 | 0.5 | -10.6 | 5.2 | -0.5 | -0.8
Fc1ccc(Oc2cnns2)cc1 | -6.5 | 3.0 | 6.5 | -2.5 | 6.6 | 0.6 | -10.0 | 0.6 | -4.1 | 1.7
